N370S GC mod – inhibits or activates N370S mutant glucocerebrosidase; Potency, µM (highest dose often 59.4 µM), inactives show at the top dose activity change, negative = inhibition, most hits filed as inhibitors; P04062; AID 2101; N370S GC spleen homogenate, 4MU-glucoside fluorescence; 330,000 compounds, 0.092% hits;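 also: 0% = full enzyme activity and -100% = no enzyme basal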
FEN1 inhibitor – blocks human flap endonuclease 1 | P39748 | Recombinant FEN1 flap cleavage, fluorescence, 15 min | 390,000 compounds, 0.35% hits | AID 588795 | Potency, µM (doses to about 114 µM), for inactives: at the top dose activity change, negative = inhibition, actives largely listed as inhibitors; also: nearly all actives have a fitted effect of over 65% in size
Target sequence (P39748 whole entry, looked up): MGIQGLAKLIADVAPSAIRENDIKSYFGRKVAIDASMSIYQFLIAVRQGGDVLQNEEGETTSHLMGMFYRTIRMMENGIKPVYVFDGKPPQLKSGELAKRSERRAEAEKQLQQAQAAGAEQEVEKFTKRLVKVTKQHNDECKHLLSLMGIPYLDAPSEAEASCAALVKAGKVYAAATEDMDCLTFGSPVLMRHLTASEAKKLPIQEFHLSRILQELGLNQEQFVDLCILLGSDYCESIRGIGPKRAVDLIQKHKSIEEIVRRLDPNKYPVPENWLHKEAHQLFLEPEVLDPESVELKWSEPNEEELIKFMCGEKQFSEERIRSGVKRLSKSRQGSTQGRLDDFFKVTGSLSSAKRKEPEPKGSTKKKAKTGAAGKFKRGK
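Compounds are tested as a concentration series against 10 nM FEN1; after a 15 min room-temperature preincubation, 50 nM substrate starts cleavage, with plate reads at 0 and 15 min. Normalized responses are fitted by a Hill equation.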
KAT2A inh – blocks human GCN5L2 histone acetyltransferase | Q92830 | GCN5L2 HAT assay, ThioGlo1 CoA-SH fluorescence | Potency, µM (doses to about 58.9 µM), for inactives: at the highest dose activity change, negative = inhibition, most hits filed as inhibitors | 390,000 compounds, 0.21% hits | AID 504327
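Preincubate 20nM GCN5L2 with compound 15 min, RT → add 50uM ThioGlo1 + 75uM H3(1-25) + 70uM acetyl-CoA → read fluorescence 0 and 20 min. Primary qHTS; fluorescent artifacts likely.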
* marks the source's active call; other numbers are inactive results; ? = inconclusive; . = no result given; & = joins results of further samples. Calls follow the shape of the dose curve; as a rule, active = well fitted curve in the direction sought with a large enough effect; inconclusive = small, poorly fitted or top-dose-only effect, or another doubt; inactive = no such curve, though single readings can be large; an effect the other way counts as inactive or inconclusive. Unless noted, % is scaled to controls: 0 for no effect and ±100 for the full control effect; potency is read from the fitted curve at half-maximal effect.

SMILES	N370S GC mod	FEN1 inhibitor	KAT2A inh
O=C(Nc1c2c(nn1-c1ccc(F)cc1)CSC2)c1ccc(S(=O)(=O)N2CCOCC2)cc1	-10%	-9%	-15%
CC(=O)/C(C#N)=C1\NC(=O)C(Cc2ccc(C)c(Cl)c2)S1 (centres undefined)	8%	-2%	-2%
Cc1cc(N2CCN(C(c3ccccc3)c3ccccc3)CC2)n2ncnc2n1	-8%	2%	.
N#C/C(=C\c1ccc(N2CCOCC2)o1)C(=O)Nc1ccc(O)cc1	-18%	13%	0%
Cc1cccnc1NC(=O)Cn1nc(C)c([N+](=O)[O-])c1C	12%	-1%	-5%
O=C1c2oc3ccc(F)cc3c(=O)c2C(c2ccccc2)N1CC1CCCO1 (centres undefined)	0%	1%	-6%
CC1CCN(S(=O)(=O)c2ccc3c(c2)c(=O)c(C(=O)N2CCOCC2)cn3C)CC1	20%	21%	0%
CCCCN(C)C(=O)c1coc(=O)c2ccccc12	21%	-14%	13%
COc1ccc(CCN(C)C(=O)c2cncc(Br)c2)cc1OC	3%	2%	0%
COCC(=O)NNC(=S)Nc1cccc(C)c1C	7%	-4%	-11%
CCCS(=O)(=O)N1CC(=O)N(c2ccc(Cl)cc2C)C(C)(C(=O)NC2CCCC2)C1 (centres undefined)	.	16%	-8%
Cc1ccc(C)c(N2CCN(S(=O)(=O)c3ccc4c(c3)NC(=O)CO4)CC2)c1	-13%	-8%	-18%
O=C(OCc1ccc([N+](=O)[O-])cc1)C1CCN(S(=O)(=O)c2ccccc2)CC1	-3%	-2%	-1%
Cc1sc(N/N=C/c2ccco2)nc1-c1ccccc1	8%	-1%	-7%
CCN(CC)CCCNC(=O)CC1Oc2ccc(C)cc2NC1=O (centres undefined)	-2%	-5%	-4%
Cc1nc2nc(SCc3ccc(F)cc3Cl)nn2c(C)c1Cc1ccccc1	.	-6%	-5%
Cc1ccc(C(=O)NCCNC(=O)c2ccc(C)nc2)cc1	2%	-4%	4%
COc1cc2c(C(=O)N3CCCc4ccccc43)cn(C)c(=O)c2cc1OC	-3%	-12%	-1%
O=C(CC1C(=O)NC2CCCCC2N1C(=O)c1ccc([N+](=O)[O-])cc1)Nc1ccccc1 (centres undefined)	0%	-21%	8%
c1ccc(OCc2nnc3sc(C4COc5ccccc5O4)nn23)cc1 (centres undefined)	1%	5%	-23%
O=C1c2cccnc2C(=O)N1c1cccc(-c2nc3ccccc3o2)c1	16%	9%	0%
Cc1ccc(C(=O)COC(=O)CNS(=O)(=O)c2ccccc2)cc1[N+](=O)[O-]	-23%	5%	-9%
Cc1sc2nc(CSc3cccc(C(F)(F)F)c3)[nH]c(=O)c2c1C	2%	-4%	1%
O=C(CSc1ccc2nnc(-c3cccc(F)c3)n2n1)NCC1CCCO1 (centres undefined)	-8%	3%	-20%
Cc1cc([N+](=O)[O-])nn1CCCC(=O)NCc1ccc(F)cc1	0%	15%	-7%

The final 3 entries of the part before open the next one:
SMILES	N370S GC mod	FEN1 inhibitor	KAT2A inh
Cc1sc2nc(CSc3cccc(C(F)(F)F)c3)[nH]c(=O)c2c1C	2%	-4%	1%
O=C(CSc1ccc2nnc(-c3cccc(F)c3)n2n1)NCC1CCCO1 (centres undefined)	-8%	3%	-20%
Cc1cc([N+](=O)[O-])nn1CCCC(=O)NCc1ccc(F)cc1	0%	15%	-7%
Oc1ccc(/C=N/n2c(COc3ccccc3)n[nH]c2=S)c(O)c1	-1%	16%	4%
Cc1ccc(C(=O)c2c3ccccc3[n+]([O-])n2CCC(N)=O)cc1	-11%	0%	-24%
CS(=O)(=O)c1ccc(Cl)c(NC(=O)C2CCCCN2S(=O)(=O)c2ccccc2)c1 (centres undefined)	.	-13%	-6%
NS(=O)(=O)c1cc(C(=O)NCC2CCCCC2)ccc1Cl	-2%	-2%	0%
COc1ccc(NC(=O)COC(=O)CCCc2c[nH]c3ccccc23)cc1	6%	-7%	-16%
CC(=O)Nc1ccc(Nc2c([N+](=O)[O-])cc(S(C)(=O)=O)cc2[N+](=O)[O-])cc1	0%	1%	16%
Cc1ccccc1C(=O)Nc1ccc(C(=O)OCc2cc(=O)n3c4c(sc3n2)CCCC4)cc1	.	0%	?
CN1CCN(S(=O)(=O)c2cccc(S(=O)(=O)c3ccc(Cl)c(Cl)c3)c2)CC1	-18%	0%	1%
CCc1ccc(N/C(N)=N/c2nc(CSc3ncccn3)cc(=O)[nH]2)cc1	7%	-8%	-17%
CCN(CC)c1ncnc2c1ncn2Cc1c(Cl)cccc1Cl	10%	1%	-5%
CC(=O)N/N=C/c1cc(C(C)(C)C)cc(/C=N/NC(C)=O)c1O	-13%	6%	0%
O=C(NCC(c1ccco1)N1CCc2ccccc2C1)c1c(F)cccc1F (centres undefined)	-7%	9%	-8%
COc1cc(NC(=O)CSc2nc3[nH]ncc3c(=O)n2-c2ccc(Cl)cc2)cc(OC)c1	-12%	?	-13%
CC(=O)Nc1ccc(S(=O)(=O)Nc2ccc(NC(=O)c3ccco3)cc2)cc1	-5%	-6%	0%
CCCOc1cccc(-c2nc3ccccc3c(=O)o2)c1	-5%	-2%	-3%
O=C(CCc1n[nH]c(=O)[nH]c1=O)N1CCOCC1	-4%	18%	3%
CC1CN(C(=S)NC2CCCC2)CC(C)O1 (centres undefined)	-2%	-12%	-22%
Cc1ccccc1CSCC(=O)NCc1ccco1	7%	10%	-9%
COc1ccc(/[N+]([O-])=C/c2ccoc2)cc1	.	6%	-4%
CCOC(=O)c1cccc(NC(=O)c2ccc3c(Cl)c4c(nc3c2)CCC4)c1	.	14%	-7%
C=CCc1c(C)[nH]c(=O)[nH]c1=O	7%	0%	-1%
CC(=O)Nc1ccc(NC(=O)CSc2nc3c(=O)n(C)c(=O)n(C)c3n2C)cc1	-7%	-2%	-2%
CCN1/C(=C2\C(=O)N(C)C(=S)N2C)C=Cc2ccccc21	-21%	-5%	-6%
COc1cc(C2C(N3C(=O)c4ccccc4C3=O)C(=O)N2c2cccc(C)c2)cc(OC)c1OC (centres undefined)	9%	.	-3%
Cc1cc(=O)oc2cc(OCC(=O)Nc3c(Cl)cccc3C(F)(F)F)ccc12	0%	3%	-1%

Overlap with the part before: three entries, then new ones.
SMILES	N370S GC mod	FEN1 inhibitor	KAT2A inh
CCN1/C(=C2\C(=O)N(C)C(=S)N2C)C=Cc2ccccc21	-21%	-5%	-6%
COc1cc(C2C(N3C(=O)c4ccccc4C3=O)C(=O)N2c2cccc(C)c2)cc(OC)c1OC (centres undefined)	9%	.	-3%
Cc1cc(=O)oc2cc(OCC(=O)Nc3c(Cl)cccc3C(F)(F)F)ccc12	0%	3%	-1%
Cc1c(NC(=O)c2cc(-c3ccccc3O)on2)c(=O)n(-c2ccccc2)n1C	-3%	-3%&4%	-11%&-2%
O=C(CCCn1c2ccccc2c(=O)c2ccccc21)Nc1ccc(F)cc1Cl	.	11%	3%
COc1cccc(C(=O)C2CCCN(C(=O)c3cccc(C#CC(C)(C)O)c3)C2)c1 (centres undefined)	-1%	3%	-8%
Cc1ccc2nsnc2c1NC(=O)c1ccc(-c2cc(Cl)ccc2Cl)o1	6%	1%	-4%
Cc1ccc(CN2CCCn3nc(C(=O)NCCc4cccc(C)c4)cc3C2=O)cc1	.	15%	-2%
CCN(Cc1ccccc1)C(=O)c1cc(S(=O)(=O)N2CCOCC2)cn1C	-8%	-11%	-1%
Cc1cc(NC(=O)CN2C(=O)S/C(=C\c3ccccc3)C2=O)no1	-1%	4%	5%
O=C(CCN1C(=O)/C(=C/c2ccc(Cl)cc2)SC1=S)Nc1cccc(C(=O)O)c1	-20%	?	-4%
CC(/C=N/n1c(-c2ccccn2)n[nH]c1=S)=C\c1ccccc1	-7%	-5%	-9%
CCC(c1nnc(SCC(=O)Nc2ccc(C(C)=O)cc2)n1C1CCCCC1)N(C)C (centres undefined)	18%	1%	-2%
Cc1ccc(-n2ncc3c2CCCC3NC(=O)c2cnccn2)cc1C (centres undefined)	-7%	10%	1%
COc1ccc2c(-c3cc4ccc(OCc5ccc(F)cc5)cc4oc3=O)cc(=O)oc2c1	3%	8%	-1%
CCN(CC(=O)NCc1cccs1)C(=O)c1cccc(S(=O)(=O)N2CCc3ccccc32)c1	1%	-4%	-5%
COC(=O)C/C(O)=C(/N=Nc1cccc(C(F)(F)F)c1)C(=O)OC	10%	15%	-10%
COc1ccc(-c2ccc(C(=O)O)o2)c([N+](=O)[O-])c1	4%	1%	-1%
CC(=O)Nc1sc2c(c1C#N)CC(C)(C)NC2(C)C	-2%	6%	-11%
CCOC(=O)c1cnc2c(OC)cccc2c1N1CC(C)CC(C)C1 (centres undefined)	-9%	-2%	-8%
CCCn1nnc(NC(=O)C(c2ccccc2)c2ccccc2)n1	1%	0%	16%
COc1ccc(C2=NN(c3ccccc3)C(c3cccs3)C2)cc1 (centres undefined)	7%	-4%	20%
Cc1ccc(C)c(S(=O)(=O)c2c(C)cc(C)nc2Cl)c1	1%	-13%	-4%
CN(CC(=O)NNC(=O)c1cccnc1)S(=O)(=O)c1cc(Cl)ccc1Cl	2%	3%	11%
CN=Cc1nc(-c2ccccc2)oc1O	-9%	3%	-13%
COCC(C)NS(=O)(=O)c1ccc(NC(=O)C(Cc2ccccc2)NC(N)=O)cc1 (centres undefined)	-2%	0%	2%
COc1cc(Cl)c(C)cc1NC(=O)c1cnc2c(-c3cccc(C)c3)c(C)nn2c1C	.	-15%	28%
CCC(Sc1nc2ncccc2[nH]1)C(=O)Nc1ccccc1F (centres undefined)	.	-5%	-6%
SMILES	N370S GC mod	FEN1 inhibitor	KAT2A inh
Cc1c(C(=O)Nc2ccc(F)c(F)c2)oc2ccc(S(=O)(=O)N(C)C3CCCCC3)cc12	.	3%	-21%
COC(=O)c1sccc1NC(=O)c1cc2c(s1)CCCC2	?	1%	-5%
CCCCNC(=O)Cn1c(-c2ccc(OC)cc2)noc1=O	-4%	-4%	-1%
O=C(NCc1ccc(F)cc1)N1CCN(C(=O)c2ccccc2)CC1	.	0%	-12%
C1CC2CN(c3nc4nonc4nc3N3CCSCC3)CCN2C1 (centres undefined)	-25%	0%	2%
CN(C)c1ccc(/C=N\Nc2nc(-c3ccccc3)cc(=O)[nH]2)cc1	?	-3%	0%
CC(C)NC(=O)c1ccc(NC(=O)CC2SC(N3CCCCC3)=NC2=O)cc1 (centres undefined)	.	-2%	-1%
COCCCNC(=S)Nc1cccc(SC)c1	0%	-1%	-2%
CCCCN(C(=O)c1ccc(Cl)cc1)C1CC2CCC(C1)N2C (centres undefined)	-23%	18%	3%
COc1ccc(CCNC(=O)CSc2ccccn2)cc1OC	0%	7%	-5%
Cn1nc(C(F)(F)F)c(-c2ccccc2)c1NC(=O)c1nccnc1C(=O)O	5%	2%	-7%
Cc1ccc(OCCSc2ncccn2)c(C)c1	17%	1%	-9%
CCCCc1c(O)nc(SCC(=O)Nc2ccc3c(c2)CCC3)[nH]c1=O	?	-8%	-8%
CC1CCCN(C(=O)COC(=O)CSc2ccc(C(N)=O)cc2[N+](=O)[O-])C1 (centres undefined)	0%	13%	-16%
CN(c1cccc(Cl)c1)S(=O)(=O)c1cccc(C(=O)Nc2ccc3c(c2)CCC3)c1	-9%	1%	-12%
COc1cc(CNc2ccc3[nH]c(=O)[nH]c3c2)ccc1OCc1ccc(C)cc1	8%	-2%	4%
Cc1cccc(-c2noc(CN(C(=O)c3ccc(Br)o3)C(C)C)n2)c1	19%	-15%	-1%

Entries above with a thiophene ring, fused or not:
SMILES	N370S GC mod	FEN1 inhibitor	KAT2A inh
Cc1sc2nc(CSc3cccc(C(F)(F)F)c3)[nH]c(=O)c2c1C	2%	-4%	1%
CCN(CC(=O)NCc1cccs1)C(=O)c1cccc(S(=O)(=O)N2CCc3ccccc32)c1	1%	-4%	-5%
CC(=O)Nc1sc2c(c1C#N)CC(C)(C)NC2(C)C	-2%	6%	-11%
COc1ccc(C2=NN(c3ccccc3)C(c3cccs3)C2)cc1 (centres undefined)	7%	-4%	20%
COC(=O)c1sccc1NC(=O)c1cc2c(s1)CCCC2	?	1%	-5%

Random draw from the library; overall some 0.54% were active at least once.
